Source: PubChem BioAssay (Broad Institute)
NIH3T3 HSF-1 reporter = GFP reporter loss versus dox-driven RFP – NIH3T3 R4 cells, cherry-pick, set 3, dose response (AID 493083) | NIH3T3 R4 HSF-1 GFP reporter, heat shock, 48 h | AC50 in µM for hits, for the others activity change, negative = inhibition, % at the top dose, mostly 19.5 µM | actives 4% (n = 2,400);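 active = compounds lowering signal whose fitted AC50 is at most ten times the top tested dose; inconclusive = flat fit with moderate inhibition, or poor curve fit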;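 note: 0% = neutral control wells and -100% = didemnin B positive control; many of its hits are not listed in these tables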
Numbers without * were called inactive; ? = inconclusive. These rows are one share of the data. The share of hits here may be higher or lower than overall.

NIH3T3 HSF-1 reporter	Structure
1%	Cc1ccc(C(=O)N2CCCC(Nc3ccc(F)cc3)C2)cc1C (stereo unspecified)
-5%	Cc1ccc(F)cc1NC(=O)CCNC(=O)c1ccc([N+](=O)[O-])cc1
-15%	CCOc1ccc(NC(=O)C2CCCN(c3nn4c(=O)cc(C)nc4s3)C2)cc1 (stereo unspecified)
33%	O=C(NCc1ccncc1)C(=O)Nc1nc(C23CC4CC(CC(C4)C2)C3)cs1
3%	CCOC(=O)n1c(SCC(N)=O)nc2ccccc21
-5%	O=C(CCc1nnc2ccc(N3CCC4(CC3)OCCO4)nn12)NCc1ccc(F)cc1
19µM*	OCCCNc1nccc(-c2cc(Nc3cccc(Cl)c3)ncn2)n1
-5%	CSc1nccn1C(=O)c1ccccc1[N+](=O)[O-]
-5%	O=C(c1c(F)cccc1F)N1CCN(c2ccccc2F)CC1
0%	CN(C)S(=O)(=O)N1CCN(C(=O)N2CCCCC2)CC1
?	O=C(C#Cc1ccccc1)c1ccco1
1%	COc1ccc(CN2CCN(S(=O)(=O)c3ccccc3)CC2)cc1Br
-5%	CC(=O)NC1=NN(C(C)=O)C(c2ccccn2)S1 (stereo unspecified)
-3%	NS(=O)(=O)c1ccc(CNC(=O)c2cnccn2)cc1
-5%	CCOC(=O)CN1C(=O)S/C(=C/c2cc(C)n(C)c2C)C1=O
1%	O=C(O)c1csc(-c2ccccc2)n1
-10%	C=CCn1c(C)nnc1SCC(=O)Nc1nc(C)c(C(=O)N(C)C)s1
-4%	CN(C)c1ccc(C2Nc3ccccc3C(=O)N2CCCN2CCOCC2)cc1 (stereo unspecified)
3%	COc1ccc(C(=O)Nc2ccc3c(c2)nc(CN2CCCC2)n3C)cc1
9%	CCn1c(=O)n(CC)c2cc(N3CCCC3)c(NC(=O)c3ccc(OC)c(Br)c3)cc21
0%	COc1ccc(NCc2nnc(SCC(=O)Nc3cc(C(F)(F)F)ccc3Cl)o2)cc1
4%	Cc1ccc(C(=O)N/C(=C\c2ccc(Br)cc2)c2nc(=S)[nH][nH]2)cc1
15%	c1ccc2c(Nc3nc(-c4ccncc4)nc4ccccc34)cccc2c1
-2%	COc1ccc(/C=C/c2nc3ccccc3c(=O)o2)cc1

Quoted from the entries so far (21 entries):
NIH3T3 HSF-1 reporter	Structure
1%	Cc1ccc(C(=O)N2CCCC(Nc3ccc(F)cc3)C2)cc1C (stereo unspecified)
-5%	Cc1ccc(F)cc1NC(=O)CCNC(=O)c1ccc([N+](=O)[O-])cc1
-15%	CCOc1ccc(NC(=O)C2CCCN(c3nn4c(=O)cc(C)nc4s3)C2)cc1 (stereo unspecified)
33%	O=C(NCc1ccncc1)C(=O)Nc1nc(C23CC4CC(CC(C4)C2)C3)cs1
3%	CCOC(=O)n1c(SCC(N)=O)nc2ccccc21
-5%	O=C(CCc1nnc2ccc(N3CCC4(CC3)OCCO4)nn12)NCc1ccc(F)cc1
19µM*	OCCCNc1nccc(-c2cc(Nc3cccc(Cl)c3)ncn2)n1
-5%	CSc1nccn1C(=O)c1ccccc1[N+](=O)[O-]
-5%	O=C(c1c(F)cccc1F)N1CCN(c2ccccc2F)CC1
0%	CN(C)S(=O)(=O)N1CCN(C(=O)N2CCCCC2)CC1
?	O=C(C#Cc1ccccc1)c1ccco1
1%	COc1ccc(CN2CCN(S(=O)(=O)c3ccccc3)CC2)cc1Br
-5%	CC(=O)NC1=NN(C(C)=O)C(c2ccccn2)S1 (stereo unspecified)
-3%	NS(=O)(=O)c1ccc(CNC(=O)c2cnccn2)cc1
-5%	CCOC(=O)CN1C(=O)S/C(=C/c2cc(C)n(C)c2C)C1=O
1%	O=C(O)c1csc(-c2ccccc2)n1
-10%	C=CCn1c(C)nnc1SCC(=O)Nc1nc(C)c(C(=O)N(C)C)s1
-4%	CN(C)c1ccc(C2Nc3ccccc3C(=O)N2CCCN2CCOCC2)cc1 (stereo unspecified)
3%	COc1ccc(C(=O)Nc2ccc3c(c2)nc(CN2CCCC2)n3C)cc1
9%	CCn1c(=O)n(CC)c2cc(N3CCCC3)c(NC(=O)c3ccc(OC)c(Br)c3)cc21
0%	COc1ccc(NCc2nnc(SCC(=O)Nc3cc(C(F)(F)F)ccc3Cl)o2)cc1

Next part.
NIH3T3 HSF-1 reporter	Structure
6%	CC1(C)Cc2c(C#N)c(NCCO)nc(-c3ccco3)c2CO1
-2%	Cc1oc(/N=C/c2ccccc2)c(C#N)c1C
?	Cc1ccc(-c2nc(NC(=O)c3nn(C)cc3[N+](=O)[O-])sc2C)cc1C
-3%	COc1ccc(OC(C)C(=O)N2CCC(C)CC2)cc1 (stereo unspecified)
68%	Cc1c(C(=O)c2no[n+]([O-])c2C(=O)c2cnn(C)c2C)cnn1C
-3%	COc1ccc2c(COC(=O)CCS(=O)(=O)c3ccc(C)cc3)cc(=O)oc2c1
9%	c1ccc(-n2cnc3cc(NCc4cccs4)ccc32)cc1
0%	CCC(=O)N1CCc2cc(S(=O)(=O)NCCC(=O)Nc3ccccc3C)ccc21
-4%	COc1cccc(C2C(C(=O)c3cc4ccccc4o3)=C(O)C(=O)N2c2cc(C)on2)c1 (stereo unspecified)
1%	COc1ccccc1CNC(=O)C(C)NS(=O)(=O)c1ccc(Br)cc1 (stereo unspecified)
-1%	COc1cccc(Nc2ccc(C(=O)O)cc2N)c1
7%	Cc1ccc(C(=O)N/C(=C\c2ccc(-c3ccc(Br)cc3)o2)C(=O)NCCCN(C)C)cc1
21%	S=C(NCCc1ccccc1)N1CCN(Cc2ccc(Cl)c(Cl)c2)CC1
-1%	O=C(Nc1ccc(F)cc1)c1ccc(=O)[nH]n1
4%	COc1ccccc1N(C)S(=O)(=O)c1ccc(C(=O)NC(C)c2ccccc2)cc1 (stereo unspecified)
-4%	COc1cc(C=O)ccc1OC(=O)c1ccc(C(C)C)cc1
-3%	COc1ccc(/C=N/Nc2ccc(C(=O)O)cc2)cc1Br
4%	COc1cc(/C=C/C(=O)NC(C)C2CC3CCC2C3)cc(OC)c1OC (stereo unspecified)
-10%	CCn1cc(S(=O)(=O)Nc2ccc3c(c2)OCCO3)cn1
0%	CC(C)(C)c1ccc(OC(=O)c2cccnc2)cc1
0%	C(=N\Nc1nc2ccccc2s1)/c1ccccn1
1%	CC(C)CNC(=O)C1CCN(Cc2ccc(OCc3ccccc3)cc2)CC1
1%	Cc1cc(C)c(NC(=O)CSc2nnc(-c3ccncc3)n2Cc2ccco2)c(Cl)c1
1%	CC1=CCC2C(=O)N(c3ccc(C)c(Br)c3)C(=O)C2C1 (stereo unspecified)
27%	CC(/C=C(\NC(=O)c1ccccc1)C(=O)N=Nc1c(O)[nH]c2ccc(C)cc12)=C\c1ccccc1
0%	COc1cccc(N(CC(=O)Nc2cccnc2)S(C)(=O)=O)c1
19%	CC(C)(C)c1ccc(-c2nc3cc(N)ccc3o2)cc1
2%	CCOC(=O)c1nnn(CC(=O)NC(=O)Nc2ccc(F)cc2)c1C(=O)OCC
-5%	COc1ccc(C2NS(=O)(=O)N=C2N)cc1 (stereo unspecified)
17%	CCOc1ccc(CCNC(=O)c2nn(C)c3c2CS(=O)(=O)c2ccccc2-3)cc1
0%	O=C(O)c1ccc(N/N=C/c2ccc(OC(=O)c3ccccc3Cl)cc2)cc1
-10%	CC(=O)OCC(=O)NCC(=O)c1c[nH]c2ccccc12
-4%	CCOC(=O)Cn1nc(C)c(NC(=O)COc2ccc([N+](=O)[O-])cc2)c1C
-2%	COc1ccc(N2CCN(C(CNC(=O)C(=O)NCc3ccncc3)c3ccco3)CC2)cc1 (stereo unspecified)
-1%	CC(C)CC(=O)NC(NC(=O)CC(C)C)c1cccc([N+](=O)[O-])c1
-7%	Cc1cc(C(=O)NNS(=O)(=O)c2ccc(F)cc2)nn1C(C)(C)C
11%	CC1=Nc2cc(C(=O)NCC3CCCO3)ccc2Sc2ccc(Br)cc21 (stereo unspecified)
2%	CSCCC(NS(=O)(=O)c1cccs1)C(=O)NCc1ccccc1 (stereo unspecified)
-1%	O=C(CCn1c(=S)oc2ccccc21)NC1CCCCCC1
37%	COc1cc(/C=N/NC(=Nc2ccc(C)cc2)c2nc3ccccc3s2)ccc1O
6%	Cc1ccc(S(=O)(=O)N2CCC(C)CC2)cc1[N+](=O)[O-]
-4%	CCOc1cc(OCC)cc(C(=O)O)c1
0%	CCCCNc1nc2cccnc2s1
0%	Cc1ccc(C(=O)Nc2ccc(C(=O)O)cc2NC(=O)c2ccc(C)cc2)cc1
0%	O=C(N/N=C/c1ccc(Br)o1)c1ccc2c(c1)OCCO2
-2%	COCc1[nH]nc2c1C1(CCSCC1)C(C#N)=C(N)O2
16%	COc1ccc(NC2=Nc3ccccc3N3C2=Nc2c(c(C)nn2-c2ccc(C)cc2)C3c2cccnc2)cc1 (stereo unspecified)
-3%	COc1cccc(-n2c(SCC(=O)NCC3CCCO3)nc3c(c2=O)SCC3)c1 (stereo unspecified)
3%	CCOc1cc(/C=N/NC(=O)c2cccc(S(=O)(=O)N3CCOCC3)c2)ccc1OCC(=O)N(C)C
0%	O=C(NCc1ccccc1C(F)(F)F)C1CC(c2ccc(C(F)(F)F)cc2)=NO1 (stereo unspecified)
10%	CC(C)(C)c1ccc(C(=O)NC(=S)Nc2nc3c(s2)CCCC3)cc1
?	COc1ccc(C2CC23N=C(c2ccccc2)OC3=O)cc1 (stereo unspecified)
3%	Nc1c2c(nc3ccccc13)N(c1ccccc1)CC2
5%	CCC(C)c1ccc(OCc2ccc(C(=O)O)o2)cc1 (stereo unspecified)
-5%	c1ccc(Cc2nnc3sc(-c4cccs4)nn23)cc1
-5%	CC(OC(=O)CN1C(=O)c2ccccc2C1=O)C(=O)NC1CCCCC1C (stereo unspecified)

New compounds follow
NIH3T3 HSF-1 reporter	Structure
-23%	Cc1c(C)c2ccc(OCC(=O)Nc3ccccn3)c(C)c2oc1=O
-1%	O=C(O)c1ccc2nc(-c3ccccc3)sc2c1
-2%	CCOC(=O)C[n+]1c(C)csc1C
5%	CCOc1ccc(N(CC(=O)NC2CCCCC2)C(=O)CCC(=O)Nc2nc(C)cs2)cc1
26%	COc1ccc(C=O)cc1CN1CCCN(Cc2ccc(Cl)cc2)S1(=O)=O
0%	c1ccc(-c2nc3ccccc3[nH]2)cc1
2%	Cc1nc([N+](=O)[O-])cn1-c1ccc(N)cc1
-1%	C=CCC(Nc1ccccc1)c1ccc(OC)c(OC)c1 (stereo unspecified)
6%	O=C(c1ccco1)N(Cc1cc2ccccc2[nH]c1=O)C1CCCCC1
1%	O=C(O)Cn1c(=O)c2c3c(sc2n(Cc2ccc(Cl)cc2Cl)c1=O)CCCC3
-1%	NS(=O)(=O)c1ccc(CCNCC#Cc2ccccc2)cc1
33%	Cc1cc(C(=O)CN2C(=O)C(=O)N(Cc3ccccc3)C2=O)c(C)n1-c1ccc2c(c1)OCCO2
-8%	C/C(=N\NC(=O)CN1CCN(Cc2ccccc2)CC1)c1cccs1
26%	CC(/C=C/c1ccc2c(c1)OCO2)=N/NC(=O)c1ccncc1
2%	COc1ccc(N2C(=O)CC(c3ccc(OC(C)C)cc3)C2=O)cc1 (stereo unspecified)
-3%	Cn1nnc2cc(C(=O)NC(C)(C)C)ccc21
-1%	CSCC[C@H](NC(=O)N1CCn2c1nc1ccccc12)C(=O)NC1CC1
5%	COc1ccc(C(=O)N/C(=C\c2cccs2)c2nc3ccccc3[nH]2)cc1OC
1%	COc1ccc(Cl)cc1N(CC(=O)N1CCN(Cc2ccccc2)CC1)S(C)(=O)=O
-1%	Cc1cc(-n2c(C)c3c(C)nnc(C)c3c2C)ccc1N
13%	O=C(NCc1nc2ccccc2[nH]1)C1=C[C@@H](c2ccc3c(c2)OCO3)C[C@@H](OCc2ccc(CO)cc2)O1
4%	CC(=O)N(c1ccc2oc(=O)sc2c1)S(=O)(=O)c1ccc(C(=O)O)cc1
-4%	Cc1ccc(O)c(/C=N/NC(=O)CN2CCCC2)c1
0%	COc1cccc(C(=O)Nc2sc(C(C)C)cc2C(N)=O)c1OC
1%	CC(=O)c1ccc2c(c1)N(C)c1ccccc1S2
10%	Cc1cc(Cl)ccc1OC(C)C(=O)NC(C)C1CCCO1 (stereo unspecified)
?	Cc1cc(C)c(S(=O)(=O)/N=C2\C=C(Nc3ccc(C(=O)O)cc3)C(=O)c3ccccc32)c(C)c1

Part of the list above in a different format:
> O=C(NCc1nc2ccccc2[nH]1)C1=C[C@@H](c2ccc3c(c2)OCO3)C[C@@H](OCc2ccc(CO)cc2)O1
  NIH3T3 HSF-1 reporter = 13%

> CC(=O)N(c1ccc2oc(=O)sc2c1)S(=O)(=O)c1ccc(C(=O)O)cc1
  NIH3T3 HSF-1 reporter = 4%

> Cc1ccc(O)c(/C=N/NC(=O)CN2CCCC2)c1
  NIH3T3 HSF-1 reporter = -4%

> COc1cccc(C(=O)Nc2sc(C(C)C)cc2C(N)=O)c1OC
  NIH3T3 HSF-1 reporter = 0%
